15-hLO inh: blocks human 15-lipoxygenase activity; 1.4% of 74,000 active; purified 15hLO-1, xylenol orange hydroperoxide absorbance; Potency, µM (titrated, usually from 57.1 µM), inactives show at the top dose activity change, negative = inhibition, most hits filed as inhibitors; further: potency means the concentration at half of the fitted maximal effect; on the % scale 0 is the no-effect control and ±100 the full control effect; nearly all actives have a fitted effect of over 55% in size
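Quantitative HTS in 25 mM Hepes pH 7.5 containing 0.01% Triton X-100: human 15hLO-1 at 40 nM, arachidonic acid at 50 uM, 6 min turnover. Product quantified via ferrous oxidation/xylenol orange, 573:405 nm absorbance ratio.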
4MU fluor: compound fluoresces in the 4-MU spectral region. compound autofluorescence, 340/450 nm, 4-MU equivalents; active compounds read high. max dye-equivalent concentration, M. 11% of 59,000 active; in the data active means max dye-equivalent concentration above about 10 nM; inconclusive means mostly about 1.1 nM to 9.6 nM
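Intrinsic fluorescence at 340/450 nm (ex/em) was read after 15 min at room temperature in pH 8.0, 100 mM Tris. Each compound concentration expressed as 4-MU-equivalent concentration from a six-point 4-MU standard series on each plate.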
DNA Pol III inh: blocks replication by bacterial DNA polymerase III holoenzyme; reconstituted DNA polymerase III holoenzyme replication, biochemical; Potency, µM (doses to about 57.1 µM), without a hit: at the highest dose activity change, negative = inhibition; 0.25% of 71,000 active; AID 603; further: potency means the concentration at half of the fitted maximal effect; on the % scale 0 is the no-effect control and ±100 the full control effect
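Reconstituted *E. coli* holoenzyme (0.35 nM Pol III, 1 nM beta, 154 nM SSB, 2 nM primase) was preincubated with compound for 15 min at RT. Synthesis on 1.4 nM ssM13Gori ran 35 min, then was stopped with PicoGreen/EDTA and read as dsDNA fluorescence.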
Hsp90 Hop PPI: changes Hsp90-Hop TPR2A binding signal, up or down | AlphaScreen TPR2A-His6 binding biotin-Hsp90 C-terminal peptide | Potency, µM (series often up to 57 µM), without a hit: top-dose activity change, negative = inhibition | 0.44% of 71,000 active | AID 595; active means well fitted curve in either direction with a large enough effect; inconclusive means small, poorly fitted or top-dose-only effect, or another doubt; further: potency means the concentration at half of the fitted maximal effect; on the % scale 0 is the no-effect control and ±100 the full control effect; many of its hits are not listed in these tables
UbGFP stabilizer: inhibits proteasome, raising ubiquitin-GFP reporter fluorescence | Ubiquitin-GFP reporter cells, proteasome inhibition, GFP fluorescence; response scale: untreated = 0%, 10 µM MG-132 = 100% | Potency, µM (titrated, usually from 45.9 µM), for the others: at the top dose activation (GFP accumulation), most hits filed as activators | 67,000 tested, under 10 active; active means well fitted activation curve with a large enough effect, not every such curve was filed as active; inconclusive means small, poorly fitted or top-dose-only effect, or another doubt; inactive means no such curve, though single readings can be large or run the other way; further: potency means the concentration at half of the fitted maximal effect
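GFP accumulation read-out: laser plate cytometry counting ubiquitin(G76V)-GFP-expressing U2OS cells after 4 hr compound exposure at 37 °C. Titrations spanned 46 uM to 2.9 nM; 0% = basal, 100% = 10 uM MG-132; concentration-response curves fitted.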
GFP derepression: derepresses silenced GFP locus in mouse C127i cells. mouse C127i GFP locus derepression, cytometry, 30 h. Potency, µM (titrated, usually from 46.1 µM), for inactives: at the top dose GFP derepression (activation). 0.09% of 68,000 active. AID 597; further: % of control where 0% means no effect
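Read-out is the number of GFP-positive cells, scored as fluorescent objects 20 to 120 um wide, reflecting derepression of a silenced CMV-GFP reporter in murine C127i cells after 30 h compound exposure at 37 C.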
BRCT inh red: disrupts BRCA1 BRCT binding to phosphoprotein, red fluorophore readout; AID 892; 0.03% of 75,000 active; P38398; BRCT-phosphopeptide binding, red fluorescence polarization; Potency, µM (highest dose often 76.9 µM), inactives show top-dose activity change, negative = inhibition, most hits filed as inhibitors; further: on the % scale 0 is the no-effect control and ±100 the full control effect
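Rhodamine-labelled pBACH1 10-mer (100 nM) bound to BRCT domain (100 nM) at pH 7.3; compounds incubated 12 min room temperature, polarization read. Free peptide defines full inhibition; unlabelled decapeptide titrated as control.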
CRE Fsk mod: CRE-bla signaling modulation under forskolin stimulation. 2.5% of 71,000 active. Potency, µM (top dose mostly 38.2 µM), for the others: top-dose activity change, negative = inhibition, usual class: activators. CHO CRE-bla reporter (cAMP response element driving beta-lactamase), forskolin EC10, beta-lactamase ratio; active means well fitted activation curve with a large enough effect in the signal ratio, with a control signal flat, not every such curve was filed as active; inconclusive means small, poorly fitted or top-dose-only effect, or effect the other way, or a change in a side signal; the % refers to the signal ratio; further: potency means the concentration at half of the fitted maximal effect; % of control where 0% means no effect
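Modulation of forskolin signalling: compounds in titration series added with EC10 NKH 477 to CHO cells carrying a CRE-driven beta-lactamase reporter, 3 h, 37C. CCF4 FRET ratio (460/530 nm, ex 405 nm) gives %activity and AC50.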
BRCT PPI green: inhibitors of human BRCA1 BRCT-phosphoprotein interaction (green fluorophore) | BRCA1 BRCT-phosphopeptide binding, green fluorescence polarization | Potency, µM (series often up to 76.9 µM), for inactives: at the top dose activity change, negative = inhibition, most hits filed as inhibitors | 0.05% of 75,000 active | AID 875;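 further: potency means the concentration at half of the fitted maximal effect; plate controls were peptide without protein for full effect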
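Compounds were incubated for 12 min at room temperature with a complex of 100 nM fluorescein-tagged pBACH1 decapeptide and 250 nM His-tagged BRCT protein. Buffer was phosphate pH 7.3 with EDTA, DTT and Tween 20. Disruption of binding lowers the polarization signal.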
A350 autofl: compound fluoresces in the Alexa 350 spectral region. max dye-equivalent concentration, M. 11% of 59,000 active. AID 590. Compound autofluorescence, 340/450 nm, Alexa 350 dye-equivalents; active compounds read high; in the data active means max dye-equivalent concentration above about 10 nM; inconclusive means mostly about 1.1 nM to 9.6 nM
HBB splice mod: hemoglobin beta splicing modulation. 0.06% of 65,000 active. AID 925. Potency, µM (doses to about 46.1 µM), inactives show top-dose activation, hits mostly activators. HBB splicing reporter cell assay, activation; EGFP reporter with mutant IVS2-654 intron; response scale: normalised to 500 nM splice-correcting PNA; further: potency means the concentration at half of the fitted maximal effect; 0% is about no effect
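Compounds were applied for 2 days to HeLa EGFP-654 cells, 500/well in Optimem with 2% FCS. The reporter's EGFP is disrupted by mis-splicing of beta-globin intron IVS2-654. Readout: summed well GFP fluorescence from 488 nm laser scanning; reference was 500 nM antisense […] 654 PNA.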
Active calls of the source: *; i = inactive; u = inconclusive; x = not tested or not shown; & = joins results of further samples; [ ] = another dose, or the depositor's remark. Unless noted, the call rests on the fitted dose curve; in most records, active means well fitted curve in the direction sought with a large enough effect; inconclusive means small, poorly fitted or top-dose-only effect, or another doubt; inactive means no such curve, though single readings can be large; an effect the other way counts as inactive or inconclusive.

SMILES	15-hLO inh	4MU fluor	DNA Pol III inh	Hsp90 Hop PPI	UbGFP stabilizer	GFP derepression	BRCT inh red	CRE Fsk mod	BRCT PPI green	A350 autofl	HBB splice mod
O=C(COc1ccccc1F)NC1CC1	12.3%	i	-1.1%	-2.5%	7.0%	-2.9%	-1.4%	u	-3.0%	i	-0.2%
O=C(Nc1ccccc1Sc1ccccc1)C1CCCO1 (configuration not stated)	-5.0%	i	-0.5%	5.5%	2.7%	-1.1%	-0.2%	-8.2%	-0.5%	i	0.1%
COc1cccc(-c2nc(CS(=O)CC(=O)O)c(C)o2)c1 (configuration not stated)	-9.5%	x	2.0%	-4.3%	-11.6%	x	0.7%	-7.9%	-0.9%	x	1.1%
O=C(NC1CCCCC1)C1CCN(c2nnnn2-c2ccccc2)CC1	-5.9%	i	-1.4%	-2.5%	3.2%	-0.1%	1.2%	3.7%	-7.3%	i	1.8%
Cn1c(=O)oc2cc(S(=O)(=O)N3CCCC(C(=O)NCc4ccc5c(c4)OCO5)C3)ccc21 (configuration not stated)	4.7%	x	0.8%	-4.5%[2.3 µM]	-4.1%	x	-1.2%	-3.3%	0.1%	x	-0.3%
Cc1cccc2cc3c(N)c(C#N)sc3nc12	u	1.92e-08M*	-6.7%	26.4%	-2.2%	2.9%	0.1%	u	1.7%	2.05e-08M*	x
COc1ccc(-c2cc(C(F)(F)F)nc(N3CCCCC3)n2)cc1OC	u	4.93e-08M*	-3.9%	25.1µM*	3.1%	-1.2%	-1.3%	u	-4.5%	4.16e-08M*	1.0%
CCCSc1nc(N)c(C#N)c(-c2ccc(C)cc2)c1C#N	-16.6%	i	3.1%	-2.0%	1.7%	-1.6%	-3.6%	20.9%	0.8%	i	-2.8%[0.369 µM]
CC12CCC(=O)N1C(C(=O)Nc1cccc3ccccc13)CS2 (configuration not stated)	10.4%	i	2.4%	2.0%	-18.7%	2.4%	-0.9%	-11.7%	-1.0%	i	1.8%
Cn1cccc1Cc1nnc(SCC(=O)Nc2ccc3c(c2)OCCO3)n1-c1ccc(F)cc1	u	x	-7.5%	-4.4%[2.3 µM]	-2.0%	x	1.7%	u	0.5%	x	0.0%
CSc1ccc(C2NC(=O)c3c(sc4c3CCN(C)C4)N2)cc1 (configuration not stated)	u	x	4.2%	-14.4%	-3.1%	-1.6%	-1.7%	11.2%	21.0%	x	11.3%
Cc1cccc(/C=C\c2ccccc2)n1	-16.6%[25.6 µM]	i	-6.0%&-9.7%	14.6%&7.9%	2.5%&-6.5%	-1.4%&-2.2%	-4.1%	u	-2.2%	i	1.2%
COc1ccccc1-c1cncnc1Nc1ccc(F)cc1	-14.9%	i	-1.2%	-1.9%	-8.9%	-2.9%[9.22 µM]	0.5%	-12.6%	0.6%	i	0.7%
Cc1ccc(/C(O)=C2/C(=O)C(=O)N(CCCn3ccnc3)C2c2cccnc2)cc1 (configuration not stated)	-1.6%	x	-3.1%	u	-1.5%	0.0%	0.1%	-4.1%	-0.4%	x	-1.7%
O=C(c1ccc(F)cc1)C1CCN(C(=O)N2CCOCC2)CC1	8.9%	i	-3.8%	-0.3%	-0.7%	0.0%	-0.3%	-4.0%	-1.0%	i	0.4%[57.5 µM]
CC(=O)Cc1ccccc1OC(=O)c1ccco1	7.3%	i	-6.4%	-5.1%	2.3%	0.9%	0.6%	-3.7%	-2.0%	i	x
O=c1oc2ccccc2n1Cn1c(=O)oc2ccccc21	-1.4%	i	-0.9%	u	3.6%	-2.7%	-0.3%	-0.5%	-3.3%	i	0.8%[57.5 µM]
COc1ccc(NC(=O)Cn2nnc(C(=O)NCc3cccc(OC)c3)c2N)cc1	-7.9%	i	2.4%	0.2%	17.4%	-2.7%	-0.3%	8.8%	7.9%	i	-0.5%
COc1cccc(CCC(=O)O)c1OC	4.2%	i	-4.5%	-0.5%	-1.0%	12.1%	-0.3%	-4.9%	-1.1%	i	-0.1%[57.5 µM]
NC1=NC(c2ccccc2Cl)n2c(nc3ccccc32)N1 (configuration not stated)	1.5%	i	-6.9%	-0.6%	-14.6%	-1.4%	0.4%	u	-0.6%	i	-2.0%
COc1ccc(OC)c(C2C(C#N)=C(N)Oc3c2c(C)nn3-c2cccc(Cl)c2)c1 (configuration not stated)	-20.7%	i	-4.2%	-13.2%	x	0.0%	1.4%	-26.0%	-0.2%	u	-0.9%[0.369 µM]
c1ccn2cc(CSC3=NCCS3)nc2c1	13.9%	i	-2.6%	-2.3%	0.0%	-1.6%	-2.8%	-5.1%	-0.2%	i	0.3%[57.5 µM]
O=S(=O)(NC1CCN(Cc2ccccc2)CC1)c1cccc(S(=O)(=O)N2CCOCC2)c1	1.8%	i	-0.1%	-3.8%	3.9%	-3.3%	-0.2%	-1.9%	-2.5%	i	0.0%[57.5 µM]
OCCNc1nc(OCC(F)(F)F)nc(N2CCN(C34CC5CC(CC(C5)C3)C4)CC2)n1	4.1%	i	-5.0%	-3.3%	-1.6%	0.0%	-0.7%	2.6%	-2.4%	i	-0.2%
CC(C)CCSc1nnc(Cn2c(=O)sc3ccccc32)n1C	-4.9%	x	-1.7%	-1.2%[2.3 µM]	-7.1%	x	-0.4%	-6.8%	-0.9%	x	-0.9%
CCCCOCC(O)Cn1c(C)nc2ccccc21 (configuration not stated)	-6.9%	i	5.1%	-4.8%	9.1%	0.0%	1.1%	4.5%	-1.1%	i	x
Cc1nc2c(-c3ccccc3)c(C)nn2c(C)c1CCC(=O)O	8.9%	x	-8.3%	1.6%	3.7%	x	-0.1%	u	-1.8%	x	-0.8%
O=C(NCCCN1CCCC1=O)c1cc(=O)c2ccccc2o1	16.9%	i	-3.2%	-3.4%	4.6%	0.0%	2.6%	-3.0%	-2.9%	i	-0.1%
CCN(Cc1ccccc1)C(=O)C1CCN(Cc2ccc(OC)c(OC)c2OC)CC1	-7.2%	i	-0.3%	-3.3%	-0.9%	-1.2%	0.9%	u	0.8%	i	-1.4%
O=C(Nc1ccccc1)N1CCN(Cc2ccc3c(c2)OCO3)CC1	-1.4%	x	-4.2%	-2.2%[2.3 µM]	8.6%	x	1.0%	-5.4%	-2.7%	x	-0.2%
CCOC(=O)C1CCCN(c2ncnc3c2oc2ccccc23)C1 (configuration not stated)	-0.8%	u	-4.9%	-2.0%	0.9%	2.2%	-1.1%	25.3%	2.6%	u	3.1%[0.369 µM]
CCOC(=O)c1ccc(NC(=O)CSc2nnnn2CCCO)cc1	6.3%	i	8.0%	-4.5%	13.1%	0.0%	0.4%	1.1%	-0.4%	i	0.5%
CCC(C)(C)n1nnnc1C(c1cc2cccc(C)c2[nH]c1=O)N1CCCC1 (configuration not stated)	3.8%	1.04e-08M*	-7.0%	-3.6%	-6.0%	-3.4%	-2.1%	-23.9%	2.2%	1.12e-08M*	x
CCc1cc(C(=O)OC)c(NC(=O)CC2NCCNC2=O)s1 (configuration not stated)	5.1%	i	-3.4%	-2.9%	10.2%	-4.4%	-1.9%	2.6%	-1.6%	i	0.7%
O=S1(=O)CCN2C(=N1)SC1=C2CCN(Cc2ccccc2)C1	5.2%	i	-8.5%	0.7%	1.0%	3.1%	1.1%	-4.1%	-0.4%	i	0.5%[57.5 µM]
Cc1oc(-c2ccc(Cl)cc2)nc1CN1CCC(C(=O)NCCCN2CCOCC2)CC1	-2.3%	i	-11.0%	-1.1%	0.0%	2.0%	-0.5%	2.4%	0.2%	i	2.6%[1.84 µM]
COc1ccc2c(c1)c(CC(=O)N1CCOCC1)c(C)n2C(=O)c1ccc(Cl)cc1	-15.6%[25.6 µM]	i	-2.0%&-2.5%	2.2%&-3.2%	2.9%&0.1%	-2.9%&1.1%	-1.5%	4.1%&6.2%	3.1%	i	-1.1%
CCCOc1ccc(N2CC(C(=O)Nc3ccccn3)CC2=O)cc1 (configuration not stated)	-1.5%	i	4.8%	-1.0%	3.3%	2.3%	-0.4%	-6.8%	-1.8%	i	x
CC1(C)SC2c3ccccc3C(=O)N2[C@@H]1C(=O)NCc1ccco1 (some centres not stated)	-2.1%	i	7.8%	-6.3%	1.6%	3.0%	0.6%	-20.1%	0.0%	i	0.5%
O=C1c2ccccc2C(=O)N1CCCc1nc(-c2cccnc2)no1	3.3%	i	-1.2%	1.3%	2.8%	-2.0%	-0.7%	-0.2%	-4.6%	i	-0.3%
Cc1cnc(CNc2ncncc2-c2ccccc2CN(C)C)cn1	-13.6%	i	-0.8%	0.6%	-3.9%	2.3%[9.22 µM]	-0.8%	3.4%	1.7%	i	1.2%

Screening results (PubChem)
